IL-2 act – activators of IL-2. activation, % (series mostly up to about 46 µM). IL-2 activation reporter assay, cell-based qHTS; stimulated with anti-CD3/CD4/CD28 beads; in transgenic mouse T cells. hit rate 0.065% among 360,000; in the data active = activation above about 50%; inconclusive = mostly about 30% to 49%; also: 0% is about no effect
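Unstimulated transgenic mouse T cells preincubated 60 min with compound, then stimulated with anti-CD3/anti-CD4-coated beads plus anti-CD28 for 18 h at 37 degrees C. IL-2 response read as EGFP and DsRed fluorescence by plate cytometry.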
WRN helicase inh – WRN helicase (human) inhibition. Q14191. WRN helicase unwinding, fluorescent forked duplex, kinetic. Potency, µM (series often up to 114 µM), for the others: at the top dose activity change, negative = inhibition, usual class: inhibitors. hit rate 0.46% among 360,000. AID 651768; also: potency is read from the fitted curve at half-maximal effect; % is scaled to controls: 0 for no effect and ±100 for the full control effect; nearly all actives have a fitted effect of over 55% in size
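WRN at 20 nM final was preincubated with compound for 15 min at room temperature; reaction started with 100 nM forked duplex oligonucleotide carrying fluorophore and quencher plus 2 mM ATP (final). Unwinding followed kinetically by red fluorescence (ex 525/em 598 nm).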
FUS suppressor – FUS proteinopathy suppression in yeast; hit rate 0.24% among 390,000; Potency, µM (doses to about 76.6 µM), without a hit: at the highest dose growth rescue (activation), most hits filed as activators; AID 1347120; S. cerevisiae FUS-expressing, growth rescue, OD600, 24 h;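 also: potency is read from the fitted curve at half-maximal effect; plate controls were DMSO vehicle for no effect and reference control for full effect; nearly all actives have a fitted effect of over 55% in size; some results filed as inactive show a strong effect at the top dose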
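Yeast expressing FUS under galactose induction, OD 0.005 in 2% galactose medium; compounds in a dilution series, 24 h at 30C. Growth rescue by absorbance at 600 nm; CP55940 positive control, DMSO negative.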
EPAC1 antagonist – antagonists of human EPAC1. Potency, µM (highest dose often 115 µM), without a hit: at the top dose activity change, negative = inhibition, most hits filed as inhibitors. O95398. hit rate 0.14% among 360,000. EPAC1 GEF assay, Rap1b-BODIPY-GDP exchange fluorescence;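 also: potency is read from the fitted curve at half-maximal effect; plate controls were vehicle for no effect and positive control for full effect; nearly all actives have a fitted effect of over 50% in size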
Target sequence (O95398 whole entry, looked up): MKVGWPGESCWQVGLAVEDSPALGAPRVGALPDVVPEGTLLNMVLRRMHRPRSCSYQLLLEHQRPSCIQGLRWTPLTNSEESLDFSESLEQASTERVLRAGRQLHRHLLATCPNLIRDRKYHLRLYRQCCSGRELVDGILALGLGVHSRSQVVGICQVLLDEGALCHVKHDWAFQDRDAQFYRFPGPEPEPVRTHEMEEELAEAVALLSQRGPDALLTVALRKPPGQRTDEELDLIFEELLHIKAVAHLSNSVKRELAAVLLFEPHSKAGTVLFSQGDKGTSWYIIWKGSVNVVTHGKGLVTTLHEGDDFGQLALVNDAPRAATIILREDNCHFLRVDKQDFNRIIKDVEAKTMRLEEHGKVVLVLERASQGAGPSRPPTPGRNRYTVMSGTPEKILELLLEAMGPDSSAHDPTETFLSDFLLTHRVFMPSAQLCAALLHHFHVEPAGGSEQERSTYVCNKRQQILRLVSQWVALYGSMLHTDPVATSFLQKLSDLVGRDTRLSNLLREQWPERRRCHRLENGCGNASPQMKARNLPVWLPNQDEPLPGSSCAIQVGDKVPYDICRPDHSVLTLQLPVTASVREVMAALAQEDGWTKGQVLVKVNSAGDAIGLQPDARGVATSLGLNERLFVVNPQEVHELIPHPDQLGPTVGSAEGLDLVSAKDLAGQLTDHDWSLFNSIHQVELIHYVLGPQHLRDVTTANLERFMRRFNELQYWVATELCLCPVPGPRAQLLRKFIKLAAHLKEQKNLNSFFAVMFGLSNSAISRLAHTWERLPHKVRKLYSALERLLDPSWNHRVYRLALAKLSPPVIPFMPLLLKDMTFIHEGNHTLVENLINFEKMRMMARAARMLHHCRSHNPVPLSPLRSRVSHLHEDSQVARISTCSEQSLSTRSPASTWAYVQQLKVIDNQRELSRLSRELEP
PI5P4K alpha inh – blocks human PI5P4K alpha kinase activity; P48426; PI5P4Kalpha enzyme, ADP-Glo luminescence, 60 min; stronger effect = lower value; max response, %; hit rate 1.2% among 330,000; AID 652105; active = max response of -50% or lower; inconclusive = between -30% and -50%; inactive = -30% or higher; also: value at the top dose of about 77 µM; % is scaled to controls: 0 for no effect and ±100 for the full control effect
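ADP-Glo luminescence end-point read after a 60 min room-temperature kinase reaction of PI5P4Kalpha plus substrate, initiated with ATP at 5 microM final. Buffer: 0.038 M HEPES pH 7.4, EGTA, 0.1% CHAPS, 5% DMSO.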
aSyn rescue – rescues yeast growth from alpha-synuclein toxicity; Potency, µM (top dose mostly 46.1 µM), inactives show at the top dose growth rescue (activation), hits mostly activators; Yeast expressing alpha-synuclein, growth rescue, BacTiter-Glo, 24 h; AID 652106; hit rate 0.14% among 370,000; also: potency is read from the fitted curve at half-maximal effect; % of control where 0% means no effect; nearly all actives have a fitted effect of over 65% in size
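Readout is rescue of growth in alpha-synuclein-expressing yeast, so inhibitors of toxicity appear as activators. Growth after 24 hr at 30 deg C in galactose medium is quantified by luminescence.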
PLK1 PBD block – inhibitors of human PLK1 polo-box domain binding. hit rate 2.8% among 360,000. P53350. Potency, µM, for inactives: max response, negative = inhibition, hits mostly inhibitors. Plk1 PBD binding of FITC phosphopeptide, fluorescence polarization; also: potency is read from the fitted curve at half-maximal effect; series mostly up to about 57 µM; % is scaled to controls: 0 for no effect and ±100 for the full control effect; nearly all actives have a fitted effect of over 65% in size
Abeta yeast res – compounds reversing amyloid beta toxicity in yeast; yeast expressing A-beta42, growth rescue, OD600, 48 h; response scale: 0% DMSO, 100% iron-clioquinol control; Potency, µM (titrated, usually from 46.1 µM), for the others: top-dose growth rescue, most hits filed as activators; hit rate 0.063% among 410,000; AID 1347071; also: potency is read from the fitted curve at half-maximal effect; nearly all actives have a fitted effect of over 55% in size
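Yeast A-beta toxicity model in growth medium with pinned compounds, 48 h at 30 C; growth read as absorbance at 600 nm. Normalized to FeCl3/clioquinol equimolar mix (positive) and DMSO (negative).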
EPAC1 agonist – activates human EPAC1 exchange factor; Potency, µM (top dose mostly 154 µM), inactives show at the highest dose activation, hits mostly activators; EPAC1 agonist qHTS, biochemical assay; response scale: 100% = response to 6.5 mM cAMP; hit rate 0.073% among 360,000; O95398; AID 720707; also: potency is read from the fitted curve at half-maximal effect; nearly all actives have a fitted effect of over 60% in size
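Fluorescent GDP-exchange assay: 100 nM EPAC1 with 250 nM Rap1B preloaded with BODIPY-GDP and 50 uM GDP; compounds tested as concentration series, 5 min at room temperature, then read every 5 min for 30 min (ex 480/em 540 nm); normalized to 6.5 mM cAMP.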
* hit, by the source's call; ? = inconclusive; . = not tested or not shown; & = joins results of further samples; [ ] = remark or other dose. Unless noted, calls follow the shape of the dose curve; as a rule, active = well fitted curve in the direction sought with a large enough effect; inconclusive = small, poorly fitted or top-dose-only effect, or another doubt; inactive = no such curve, though single readings can be large; an effect the other way counts as inactive or inconclusive.

Sample of the layout, 3 compounds:
No.	mol	IL-2 act	WRN helicase inh	FUS suppressor	EPAC1 antagonist	PI5P4K alpha inh	aSyn rescue	PLK1 PBD block	Abeta yeast res	EPAC1 agonist
1	Cc1ccc(C(=O)N2CCC(C(=O)c3ccc(Cl)cc3)CC2)cc1	0.4	-7%	20%	6%	-11	-2%	-3%	-7%	7%
2	CC(=O)NC(C)c1cc(Cl)c2ccccc2c1O (stereo not drawn)	-0.3	.	-19%	7%	.	.	.	7%	-10%
3	COC(=O)C1=C(C)N(Cc2ccc(OC)c(OC)c2)C(=O)C1	0.0	5%	12%	9%	-5	1%	21µM*	-2%	2%

Main list, from the start:
No.	mol	IL-2 act	WRN helicase inh	FUS suppressor	EPAC1 antagonist	PI5P4K alpha inh	aSyn rescue	PLK1 PBD block	Abeta yeast res	EPAC1 agonist
1	Cc1ccc(C(=O)N2CCC(C(=O)c3ccc(Cl)cc3)CC2)cc1	0.4	-7%	20%	6%	-11	-2%	-3%	-7%	7%
2	CC(=O)NC(C)c1cc(Cl)c2ccccc2c1O (stereo not drawn)	-0.3	.	-19%	7%	.	.	.	7%	-10%
3	COC(=O)C1=C(C)N(Cc2ccc(OC)c(OC)c2)C(=O)C1	0.0	5%	12%	9%	-5	1%	21µM*	-2%	2%
4	CN(Cc1ccc(C(F)(F)F)cc1)C(=O)c1ccc2ccccc2n1	-3.7	-7%	5%	5%	9	4%	0%	13%	0%
5	O=C(NC(C(=O)N1CCCC1C(=O)O)=C1CCCCC1)c1ccccc1 (stereo not drawn)	-2.0	6%	-11%	-3%	4	-1%	-14%	0%	-6%
6	O=C(COc1ccc2c(-c3ccccc3)cc(=O)oc2c1)NC(Cc1c[nH]c2ccccc12)C(=O)O (stereo not drawn)	0.3	-32%	29%	-10%	5	5%	-10%	1%	-6%
7	Cc1noc(C)c1CN1C(=O)NC2(CCc3ccccc3C2)C1=O (stereo not drawn)	-0.3	4%	-23%	-1%	-7	15%	-7%	6%	8%
8	O=C(NC1CCCCCC1)C(=S)N1CCOCC1	0.0	-27%	11%	1%	-28	-44%[inhibitor]	5.3µM*	-3%	-4%
9	CC(C(=O)Nc1ccc(F)c(F)c1)N1CCN(C)CC1 (stereo not drawn)	-4.2	-23%	12%	-10%	-8	-4%	-3%	-25%	12%
10	COc1ccc(N2CCN(C(=O)c3c(Cl)cnn3C)CC2)cc1	-1.0	3%	.	-1%	1	3%	-10%	12%	0%
11	COc1cc(C(=O)NCC(=O)NCCSc2ccc(Br)cc2)cc(OC)c1OC	-0.9	-2%	19%	7%	-2	0%	-30%	10%	-3%
12	COc1cc(C(=O)N2CCN(S(=O)(=O)c3cc(C)ccc3C)CC2)ccc1OCC(=O)N1CCOCC1	-0.3	5%	14%	3%	2	1%	-7%	9%	7%
13	CCCN(CCC)CCCNC(=O)C1CCN(S(=O)(=O)c2cccc3nsnc23)CC1	-2.1	2%	-11%&-15%	11%	0	-7%	-9%	13%&-15%	-6%
14	Cc1cc(NC(=O)CSc2nnnn2Cc2ccccc2)no1	-0.7	2%	-4%	-6%	1	-1%	21µM*	-4%	6%
15	Cc1sc2nc(CN3CCCC3)nc(N3CCN(S(=O)(=O)c4cccc(F)c4)CC3)c2c1C	2.6	1%	19%	11%	-11	2%	-13%	-3%	-16%
16	COc1cccc(C(O)c2nc(-c3ccccc3)cs2)c1 (stereo not drawn)	1.3	-4%	-5%	-5%	6	21%	0%	17%	-3%
17	COC(=O)c1cc(NC2c3ncccc3C(=O)N2Cc2ccccc2)cc(C(=O)OC)c1 (stereo not drawn)	1.7	-12%	22%	2%	.	1%	-5%	-6%	8%
18	CCCCOc1ccc(Cc2n[nH]c(=S)n2N)cc1	-6.0	?	19%	-13%	?	-2%	3.8µM*	11%	-8%
19	O=S(=O)(Nc1cccc2ccccc12)c1ccccc1	-1.2	-11%	-6%	-2%	8	16%&2%	3%	26%	-1%
20	Cc1ccc(NS(=O)(=O)c2cc(-c3cc(C)no3)ccc2C(C)C)nc1	-0.2	-2%	-11%	-24%	3	-7%	-4%	-1%	-9%
21	CCC(=O)N1N=C(c2ccc(C)o2)CC1c1ccc(Br)cc1 (stereo not drawn)	0.0	-28%	.	-17%	1	20%	-26%	-3%	5%
22	N#Cc1ccc(NC(=O)c2cccs2)nc1	-0.3	0%	-13%	4%	-1	-5%	-5%	-18%	6%
23	CCc1cccc(NS(=O)(=O)c2ccc3c(c2)CCC(=O)N3)c1	0.6	2%	11%	0%	-1	6%	2%	-7%	-2%
24	CC(C)n1c(SCC(=O)Nc2ccc(F)cc2)nnc1C1CC1	-0.2	?	.	0%	-2	-5%	-20%	-20%	5%
25	COC(=O)c1c(NC(C)=O)sc(C)c1C	1.2	3%	11%	-6%	-4	-1%	-10%	6%	8%
26	CCOC(=O)c1[nH]c(C)c(C(=O)C(C)C)c1C	-2.5	1%	17%	-2%	.	0%	-6%	14%	7%
27	Cc1ccc(-c2cccc(-c3cc(=O)oc4ccc(C(C)(C)C)cc34)c2)cc1	-0.8	-2%	17%	-10%	14	-2%	-11%	1%	-13%
28	O=C(COc1ccccc1[N+](=O)[O-])Nc1cccc(C(=O)Nc2ccccc2C(=O)O)c1	1.3	-19%	7%	71µM*	-63*	0%	-26%	-3%	-5%
29	O=C(/C=C/Nc1cccc(F)c1)c1ccco1	-4.1	-5%	0%	-7%	8	25%	-11%	10%	0%
30	COc1ccccc1N(CC(=O)NC1CCCC1)C(=O)CCCC(=O)Nc1ccccn1	-1.0	-4%	-11%	1%	6	10%	-3%	-5%	1%

No.	mol	IL-2 act	WRN helicase inh	FUS suppressor	EPAC1 antagonist	PI5P4K alpha inh	aSyn rescue	PLK1 PBD block	Abeta yeast res	EPAC1 agonist
31	COc1ccc(-c2oc3ccc(-c4ccc5c(c4)OCO5)cc3c2C#CC2(O)CCCCC2)cc1	-0.4	3%	37%	-4%	8	-1%	-16%	3%	1%
32	O=C(N[C@H]1C/C=C\C[C@@H](CC(=O)N(CCO)Cc2ccccc2)C(=O)NC[C@H](c2ccccc2)OC1=O)OCC1c2ccccc2-c2ccccc21	-0.5	-15%	?	-20%	-19	6%	-8%	2%	7%
33	C[C@H](CO)N1C[C@H](C)[C@@H](CN(C)S(=O)(=O)c2ccc3c(c2)OCCCO3)OCc2cn(nn2)CCCC1=O	-0.1	5%	-15%	4%	-4	1%	-26%	5%	-10%
34	CCc1c(C(=O)Nc2ccc(OC)c(Cl)c2)[nH]c(C)c1C(C)=O	-0.7	5%	34%	2%	.	-5%	-3%	-2%	2%
35	C[C@H](CO)N1C[C@H](C)[C@@H](CN(C)S(=O)(=O)c2ccccc2)Oc2ccc(NS(=O)(=O)c3ccc(F)cc3)cc2C1=O	0.0	-7%	29%	-11%	1	1%	-8%	6%	3%
36	C=CCOc1c(CNC2CCCC2)cc(Cl)cc1OC	-2.8	4%	19%	4%	0	22%	-4%	1%	-8%
37	Cc1ccc(Nc2nnc(SCC(=O)Nc3ncc(C(F)(F)F)cc3Cl)s2)cc1	1.1	-3%	.	-1%	-13	-10%	-17%	2%	-23%
38	Cc1nc(C)c(CC(=O)N2CCc3c([nH]c4ccccc34)C2c2ccccn2)s1 (stereo not drawn)	1.7	-4%	8%	6%	5	-1%	-11%	-1%	5%
39	Cc1cccc(Nc2ncccc2C(=O)NCc2cccs2)c1C	-2.7	-5%	16%	8%	13	-7%	-4%	-18%	17%
40	COc1ccc(CCNC(=O)c2cc3cc(F)ccc3nc2C)cc1OC	-0.2	6%	7%	3%	0	0%	-9%	12%	11%
41	COc1ccc([N+](=O)[O-])cc1NS(=O)(=O)c1ccccc1	-0.2	2%	.	2%	-9	5%	?	0%	4%
42	CC(CN1CC(=O)NC(=O)C1)N1CC(=O)NC(=O)C1 (stereo not drawn)	0.1	-3%	8%	9%	-7	-8%	?	-3%	1%
43	COc1cccc(-n2cnc(=O)c3cccnc32)c1	-4.1	-1%	18%	-13%	-1	-6%	-6%	7%	-9%
44	Cc1c(C(=O)N2CCCCC2)nnn1-c1nonc1N	0.8	10%	-1%	5%	-7	0%	-4%	-7%	-1%
45	O=C(COC(=O)CSc1ccc(F)cc1)NNC(=O)c1ccc([N+](=O)[O-])cc1	0.3	-2%	13%	-6%	1	-1%	-22%	-16%	1%
46	CCOc1ccc(S(=O)(=O)NCCCN2CCOCC2)c2ccccc12	0.6	0%	20%	16%	-7	2%	-5%	11%	7%
47	COc1ccc(NC(=O)Cn2c(NCC(C)O)nc3ccccc32)cc1Cl (stereo not drawn)	0.4	-10%	-44%	-14%	4	-6%	-9%	-6%	11%
48	CCO[C@@H]1OC(C(=O)NC2CC2)=C[C@H](c2ccc(Br)cc2)[C@H]1CCCO	1.0	4%	11%	3%	-4	6%	-9%	8%	2%

Some of these compounds in order of the WRN helicase inh value, lowest first.
nr | SMILES | WRN helicase inh
32 | O=C(N[C@H]1C/C=C\C[C@@H](CC(=O)N(CCO)Cc2ccccc2)C(=O)NC[C@H](c2ccccc2)OC1=O)OCC1c2ccccc2-c2ccccc21 | -15%
27 | Cc1ccc(-c2cccc(-c3cc(=O)oc4ccc(C(C)(C)C)cc34)c2)cc1 | -2%
22 | N#Cc1ccc(NC(=O)c2cccs2)nc1 | 0%
10 | COc1ccc(N2CCN(C(=O)c3c(Cl)cnn3C)CC2)cc1 | 3%
33 | C[C@H](CO)N1C[C@H](C)[C@@H](CN(C)S(=O)(=O)c2ccc3c(c2)OCCCO3)OCc2cn(nn2)CCCC1=O | 5%
40 | COc1ccc(CCNC(=O)c2cc3cc(F)ccc3nc2C)cc1OC | 6%
